Source: PubChem BioAssay
TNAP inh no acc – human TNAP enzyme inhibitors, primary screen, biochemical, luminescent, no phosphate acceptor, uHTS. Alkaline phosphatase, tissue-nonspecific isozyme (Homo sapiens), P05186. purified TNAP, CDP-star luminescence, 30 min. inhibition, % at 20 µM. 0.26% of 200,000 active. AID 1012, 2008;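 active = tissue-nonspecific alkaline phosphatase inhibition above about 50% at 20 µM in the single-dose screen, limit read from the data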;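 also: 0% = DMSO negative control and 100% = EDTA positive control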
Target sequence (P05186 whole entry, looked up): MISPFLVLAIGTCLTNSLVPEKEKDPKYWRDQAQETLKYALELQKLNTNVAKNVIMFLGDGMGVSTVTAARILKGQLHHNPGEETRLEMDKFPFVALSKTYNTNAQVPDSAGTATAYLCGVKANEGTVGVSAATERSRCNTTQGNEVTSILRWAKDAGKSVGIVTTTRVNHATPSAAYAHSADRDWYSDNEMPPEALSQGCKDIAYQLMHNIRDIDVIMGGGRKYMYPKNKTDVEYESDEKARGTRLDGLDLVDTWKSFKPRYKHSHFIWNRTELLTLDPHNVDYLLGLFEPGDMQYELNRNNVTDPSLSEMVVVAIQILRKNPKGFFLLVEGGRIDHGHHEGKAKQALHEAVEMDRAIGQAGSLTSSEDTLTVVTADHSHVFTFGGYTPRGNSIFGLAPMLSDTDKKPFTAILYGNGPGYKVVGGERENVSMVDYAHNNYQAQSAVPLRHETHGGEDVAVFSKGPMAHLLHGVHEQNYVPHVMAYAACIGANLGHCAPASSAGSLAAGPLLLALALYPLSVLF
FLuc inh counter – firefly luciferase enzyme inhibitors, primary screen, artefact control for luciferase-based inhibitor screens, biochemical, luminescence, ATPLite; 10 min; 1.5% of 200,000 active; AID 1006, 2008; Luciferin 4-monooxygenase (Photinus pyralis), P08659; inhibition, % at 10 µM;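 active = inhibition above about 50% when tested at 10 µM, limit read from the data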
TNAP inh hiacc – human TNAP enzyme inhibitors, primary screen, biochemical, luminescent, high phosphate acceptor level, uHTS; purified TNAP, CDP-star luminescence, 1 M DEA; inhibition, % at 20 µM; 0.03% of 200,000 active; AID 1135, 2008; Alkaline phosphatase, tissue-nonspecific isozyme (Homo sapiens), P05186;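 active = over 50% inhibition of tissue-nonspecific alkaline phosphatase at 20 µM in the single-dose screen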;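 also: plate controls were DMSO wells for no effect and EDTA-quenched wells as full inhibition for full effect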
PMI act satM6P – human PMI activators, high substrate, primary screen, biochemical, fluorescence intensity, near-saturating mannose 6-phosphate | AID 1216, 2008 | Mannose-6-phosphate isomerase (Homo sapiens), P34949 | coupled PMI enzyme assay, resazurin fluorescence, 20 min; hits give high values; 1 = untreated enzyme, 0 = substrate-free blank | 0.34% of 190,000 active | activation factor at 20 µM;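 active = activation factor of 2 or more at 20 µM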
Target sequence (P34949 whole entry, looked up): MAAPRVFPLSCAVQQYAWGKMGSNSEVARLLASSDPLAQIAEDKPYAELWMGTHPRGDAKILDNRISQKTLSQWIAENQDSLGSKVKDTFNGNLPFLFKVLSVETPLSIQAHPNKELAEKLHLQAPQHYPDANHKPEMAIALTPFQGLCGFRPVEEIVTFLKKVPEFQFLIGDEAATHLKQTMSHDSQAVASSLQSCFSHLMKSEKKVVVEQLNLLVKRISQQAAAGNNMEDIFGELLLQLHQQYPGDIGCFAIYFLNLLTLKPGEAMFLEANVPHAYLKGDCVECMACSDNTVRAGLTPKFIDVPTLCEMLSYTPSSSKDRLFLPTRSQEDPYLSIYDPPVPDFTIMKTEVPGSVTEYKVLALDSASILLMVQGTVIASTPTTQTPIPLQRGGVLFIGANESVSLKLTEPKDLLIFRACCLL
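Test system: Human PMI in coupled enzyme assay | Input: 15 ng/mL PMI | Medium: HEPES-buffered pH 7.4 with magnesium and detergent | Compound: One concentration, 20 µM, in 1% DMSO | Incubation: Enzyme reaction with compound 20 min at room temperature | Detection: Diaphorase-driven resazurin-to-resorufin fluorescence, excitation 544, emission 590 nm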
TNAP act hi DEA – TNAP activators at high phosphate acceptor level, primary screen, biochemical, luminescence, uHTS | Alkaline phosphatase, tissue-nonspecific isozyme (Homo sapiens), P05186 | purified TNAP, CDP-star luminescence, 1 M DEA, 30 min; hits give high values; 0 = EDTA background, 1 = DMSO-only activity | activation factor at 20 µM | 200,000 tested, under 10 active;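 active = activation factor at least 2 at 20 µM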
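Assay system: human TNAP; Input: enzyme diluted 1/800 final; Reagent: CDP-star luminogenic substrate at 100 µM final; Timing: 30 min, room temperature; Signal: luminescence; Evaluation: TNAP activation factor scaled between EDTA and DMSO control wells.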
NF-kB expr up – activators of NF-kB expression in neurons, primary screen, cell-based, HTS; human neuronal cells, NF-kB reporter expression; hits give high values; fold change at 12.5 µM; 1.6% of 190,000 active; AID 1239, 2008; in the data active = fold change above about 3.3
bIAP act – bovine intestinal alkaline phosphatase activators, primary screen, biochemical, bovine IAP, CDP-star luminescence. alkaline phosphatase, intestinal [Bos taurus]. purified bovine IAP, 30 min; hits give high values; fold of DMSO-control signal, blank-subtracted. activation factor at 20 µM. 0.17% of 200,000 active. AID 1016, 2008;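 active = activation factor of 2 or more at 20 µM, a signal rise over negative controls twice the positive control's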
PMI activator – activators of human PMI, primary screen, biochemical, fluorescence intensity, near-Km mannose 6-phosphate; Mannose-6-phosphate isomerase (Homo sapiens), P34949; purified human PMI, coupled resazurin fluorescence, 20 min; hits give high values; 1 = vehicle control, 0 substrate-free wells; activation factor at 20 µM; 0.005% of 190,000 active; AID 1214, 2008;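 active = activation factor of 2 or more at 20 µM, relative to plate controls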
FLuc stim CS – FLuc activators, initial screening, artefact control for FLuc-dependent activation tests, biochemical, ATPlite luminescence; Luciferin 4-monooxygenase (Photinus pyralis), P08659; ATPlite luciferase biochemical, 10 min; 0 = ATP-free wells, 1 = DMSO control; activation factor at 10 µM; 200,000 tested, under 10 active; AID 1027, 2008;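 active = luciferase activation factor, scaled between plate controls, of at least 2 with compound at 10 µM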
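Material: Luciferase/luciferin reagent mix; Doses: test compounds dosed from 2 mM stocks in 100% DMSO; Schedule: 10 min incubation after luciferase reagent addition, room temperature; Measured by: luminescence from luciferase reaction; Read-out: luminescence gain marking luciferase activators.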
APP 5'UTR act – activators of APP 5'UTR luciferase reporter, primary screen, SH-SY5Y cells | SH-SY5Y APP 5'UTR luciferase reporter, luminescence; zero percent = DMSO vehicle wells | activation, % at 2 µM | 1% of 190,000 active | AID 1276, 2008;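 active = activation above a set limit, based on mean plus 3 SD of controls, cut at about 140% in these data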; also: values of inactives mirror those of a sister screen read the other way
An asterisk follows results filed as active; · = not tested or not shown.

A first look (2 entries):
SMILES	TNAP inh no acc	FLuc inh counter	TNAP inh hiacc	PMI act satM6P	TNAP act hi DEA	NF-kB expr up	bIAP act	PMI activator	FLuc stim CS	APP 5'UTR act
O=C(CCN1C(=O)C2C3C=CC(C3)C2C1=O)Nc1nccs1 (stereo not drawn)	5	-6	0	0.9	1	1.1	0.9	1	1.1	-2
Cc1ccc(/C=C/C(=O)Nc2ccc([N+](=O)[O-])c(NC(=O)/C=C/c3ccc(C)o3)c2)o1	4	1	7	1	0.9	1.1	0.9	1	1	-12

The listing, repeating the preview:
SMILES	TNAP inh no acc	FLuc inh counter	TNAP inh hiacc	PMI act satM6P	TNAP act hi DEA	NF-kB expr up	bIAP act	PMI activator	FLuc stim CS	APP 5'UTR act
O=C(CCN1C(=O)C2C3C=CC(C3)C2C1=O)Nc1nccs1 (stereo not drawn)	5	-6	0	0.9	1	1.1	0.9	1	1.1	-2
Cc1ccc(/C=C/C(=O)Nc2ccc([N+](=O)[O-])c(NC(=O)/C=C/c3ccc(C)o3)c2)o1	4	1	7	1	0.9	1.1	0.9	1	1	-12
Cc1nnc(SCCN2CCOCC2)n1-c1cccc(Cl)c1	-12	-2	-1	0.9	1	1.1	0.9	0.9	1	31
Cc1ccc(C(=O)OCn2nnc3ccccc3c2=O)cc1[N+](=O)[O-]	-1	-2	-1	0.9	1	1.3	0.9	0.9	1	30
O=[N+]([O-])c1ccc(-c2ccn[nH]2)o1	-2	-6	-4	1.1	1	1	1	1.4	1.1	5
Cc1ccccc1N1CCN(c2ccc(NC(=O)C3CCCCC3C(=O)O)cc2)CC1 (stereo not drawn)	-4	20	-5	1	1	1.7	0.9	1.1	0.8	-8
O=C(N/N=C1/CCS(=O)(=O)c2ccc(F)cc21)c1ccccn1	-8	16	-4	1.1	1	1.1	1.1	1.1	0.8	8
Cn1cc(CN2CCC(CO)CC2)c(-c2ccc(Oc3ccccc3)cc2)n1	-1	-6	-4	1	1	0.89	1	1	1.1	14
CC(O)CN(CCC(N)=O)CCC(N)=O (stereo not drawn)	-8	-3	0	1	1	1	1	0.9	1	9
CCOC(=O)C1CCN(C(C(=O)NC2CCCCC2)c2ccc(OC)cc2)CC1 (stereo not drawn)	-3	-3	-1	0.9	1	1.1	1.1	0.8	1	-2

4 entries out of the list, arranged by SMILES length, low to high:
SMILES	TNAP inh no acc	FLuc inh counter	TNAP inh hiacc	PMI act satM6P	TNAP act hi DEA	NF-kB expr up	bIAP act	PMI activator	FLuc stim CS	APP 5'UTR act
CC(O)CN(CCC(N)=O)CCC(N)=O (stereo not drawn)	-8	-3	0	1	1	1	1	0.9	1	9
O=[N+]([O-])c1ccc(-c2ccn[nH]2)o1	-2	-6	-4	1.1	1	1	1	1.4	1.1	5
Cc1nnc(SCCN2CCOCC2)n1-c1cccc(Cl)c1	-12	-2	-1	0.9	1	1.1	0.9	0.9	1	31
Cn1cc(CN2CCC(CO)CC2)c(-c2ccc(Oc3ccccc3)cc2)n1	-1	-6	-4	1	1	0.89	1	1	1.1	14

(cont.)
SMILES	TNAP inh no acc	FLuc inh counter	TNAP inh hiacc	PMI act satM6P	TNAP act hi DEA	NF-kB expr up	bIAP act	PMI activator	FLuc stim CS	APP 5'UTR act
COc1ccc(Nc2ccc([N+](=O)[O-])cc2[N+](=O)[O-])cc1	2	-2	8	0.8	0.9	1.1	0.9	0.8	1	6
CCn1c(SCc2nc(N)nc(N3CCCCC3)n2)nc2c1c(=O)n(C)c(=O)n2C	-11	-5	1	1	1	0.63	0.8	0.9	1.1	4
CCOC(=O)c1cnc(-c2ccccc2)nc1N1CC(C)OC(C)C1 (stereo not drawn)	-15	-9	-3	1	1	1.2	1.1	0.9	1.1	10
O=C1CC(N2CCCc3ccccc32)C(=O)N1c1ccccc1 (stereo not drawn)	-15	-7	-8	1	1.1	1.3	0.9	1	1.1	4
Cc1cc(C)n2nc(SCC#N)nc2n1	-8	-7	0	1.1	1	0.85	0.9	1.1	1.1	-9
CC(Sc1ccccc1)C(=O)N/N=C/c1cccnc1 (stereo not drawn)	-10	-5	-7	1.1	1.1	0.87	1	1	1.1	-16
CCn1nnnc1SCC(=O)NCc1cccs1	-7	-3	-10	1.1	1.1	1	1	1.1	1	12
O=C(Nc1ccc(N2CCOCC2)cc1)c1cn2ccccc2n1	6	93*	2	1.1	1	2.1	1	1.1	0.1	108
CCC(C)(C)NC(=O)C(c1cccnc1)N(CCOC)C(=O)Cn1nnc2ccccc21 (stereo not drawn)	-5	-5	-3	1	1	0.97	1.1	0.9	1.1	3
CN1CCN(CCC2Oc3cc([N+](=O)[O-])ccc3NC2=O)CC1 (stereo not drawn)	2	-4	5	0.9	0.9	1.2	0.9	0.9	1	6
O=S1(=O)CCC(S(=O)(=O)N2CCCCCC2)C1 (stereo not drawn)	-8	1	-3	1	1	1.2	1	1.1	1	9
O=C(CSc1nnc(Cn2c(=O)sc3ccccc32)n1-c1ccccc1)N1CCCCCC1	-11	-4	-3	0.9	1	0.99	0.8	1	1	-16
CN1CCN(C(=O)CN(c2cc(C(F)(F)F)ccc2Cl)S(C)(=O)=O)CC1	-13	-1	-4	1	1	0.83	1	0.9	1	22
CCOC(=O)c1sc(Nc2nc(OC)cc(OC)n2)nc1C	-22	1	-5	0.9	1	0.65	1.2	0.9	1	-1
Cc1ccc(S(=O)(=O)N(C)c2ccc(OCC(=O)Nc3nc(-c4ccccc4)cs3)cc2)cc1	-15	-6	-5	1	1	1.2	1.2	0.9	1.1	15
O=Cc1ccccc1OCCOc1ccccc1C=O	-10	1	-3	1.1	1	1.8	0.8	1	1	26
Cc1ccc(-n2c(C)cc(C(=O)COC(=O)c3c(C)noc3C)c2C)cc1	-11	49	-4	1	1	3.5*	1	0.9	0.5	72
CCN(CC)CCCNC(=O)c1cn(CC)c2ccc(S(=O)(=O)N3CCc4ccccc4C3)cc2c1=O	-3	-5	0	1	1	1	1	1	1	-10
O=C(Nc1ccc(C(F)(F)F)cc1)c1cnc(N2CCN(c3ccccn3)CC2)c2ccccc12	-8	-8	0	1	1	1.4	0.9	1	1.1	19
O=S(=O)(c1ccc2c(c1)OCCO2)N1CCc2ccccc21	-12	-6	-6	0.9	1.1	0.96	1	0.9	1.1	4
COc1cccc(C2NC(CC(C)C)(C(=O)O)C3C(=O)N(Cc4ccccc4)C(=O)C23)c1O (stereo not drawn)	-4	-9	-6	1	1.1	1.1	1	0.9	1.1	10
Cc1ccc(CN(c2ccc(C(=O)NCc3cccnc3)cc2)S(C)(=O)=O)cc1	-5	-5	0	1	1	1.6	0.9	1	1.1	-3
CCCC(=O)Nc1ccc(C(=O)O)cc1NC(=O)CCC	-10	-5	-1	0.9	1	1.5	1	0.9	1	3
CC(=O)NC1=NN(C(C)=O)C2(S1)C(=O)N(C(C)=O)c1ccc(C)cc12 (stereo not drawn)	-12	-5	-3	1.1	1	0.98	0.9	1.1	1	10
Cc1ccc(-c2nnn(CC(=O)N(CCO)C(C(=O)NC3CCCCC3)c3ccncc3)n2)o1 (stereo not drawn)	-10	-6	-6	1.3	1.1	1.1	1.2	1.4	1.1	9
Cc1ccc(NCCC(=O)c2cccs2)cc1	-9	10	-4	0.8	1	0.88	1.1	1	0.9	22
COc1cccc(NC(=O)Nc2ccc3c(c2)nnn3C)c1	-12	35	-7	0.9	1.1	1.8	1.1	1	0.7	50
NC(=O)c1nn(-c2ccccc2)nc1NC(=O)CSc1nnnn1-c1ccc(Cl)cc1	-2	-2	2	0.9	1	0.53	1	0.9	1	-3
Cc1csc(NC(=O)c2cc3c(s2)CCCCC3)n1	-8	95*	-7	0.9	1.1	1.3	0.9	0.8	0.1	129
CSc1ccc(OC2CCN(Cc3ccccc3)CC2)cc1	-6	-3	-6	0.9	1.1	1.3	0.9	1	1	17
O=C(O)/C=C/c1cnn(-c2ccccc2)c1	-11	4	-5	1.1	1.1	1.9	1.1	1	1	90
CCOC(=O)c1[nH]c2ccc(OC)cc2c1NC(=O)CCN1CCCC(C)C1 (stereo not drawn)	-9	-10	-4	1	1	0.84	1	1.1	1.1	3
CC(=O)Nc1cc(OC(C)=O)c2nonc2c1OC(C)=O	-4	-5	-6	0.2	1.1	·	1	0.2	1.1	-17
O=C(CN1C(=O)C2CCCN2c2ncc(Cl)cc21)NCc1ccc2c(c1)OCO2 (stereo not drawn)	-18	-2	-11	1	1.1	0.42	1	1	1	-2
C/C(=N/NC(=O)CSc1nc2ccccc2n1C)c1ccncc1	-12	-7	-5	1	1.1	1	1	1.1	1.1	-4
CC(=O)/C(=N\Nc1ccc(Cl)cc1Cl)Sc1cccc2cccnc12	-2	0	6	1	0.9	0.42	1.6	1	1	-28
COc1ccc(C(=O)OC(C(=O)c2ccc(C)cc2)c2ccccc2)cc1 (stereo not drawn)	-1	0	4	0.9	1	1.1	0.9	0.9	1	10
C=CCN1C(=O)/C(=C2\SC(N3CCOCC3)=NC2=O)c2cc(Br)ccc21	-8	-4	-2	0.7	1	1.1	0.9	0.7	1	5
CC(=O)NCCN1C(=O)C2C3c4ccccc4C(c4ccccc43)C2C1=O (stereo not drawn)	1	-6	-2	1	1	1.1	1	1.1	1.1	19
O=S(=O)(Nc1ccc2c(c1)nc1n2CCN(Cc2ccccc2)C1)c1ccc(Cl)cc1	-14	-3	-2	2.2*	1	0.86	1.1	1.6	1	13
NC(=O)Cn1cc(C(=O)COc2ccccc2)c2ccccc21	-13	11	-5	1.1	1.1	0.79	1	1	0.9	14
COc1ccc(CNC(=O)c2cc3c(s2)CS(=O)C3)cc1 (stereo not drawn)	-10	-2	-1	0.9	1	1.2	0.9	1	1	24
CCO[C@@H]1OC(C(=O)NCc2ccccc2)=C[C@H](C2CC2)[C@H]1CCCO	-6	-2	-2	1.1	1	1.2	1.1	1	1	-2
Cc1nc(-c2ccc(NC(=O)CC(C)C)cc2)cs1	-11	68*	-3	0.7	1	1.1	1	1.1	0.3	41
Clc1ccc(CSc2nnc(-c3cccnc3)n2Cc2ccco2)c(Cl)c1	-5	0	-6	0.9	1.1	0.76	1.1	0.9	1	3
CN1CCc2cc(Cl)c(O)cc2[C@@H](c2ccccc2)C1	-1	1	1	1	1	·	1	1	1	·
CCOC(=O)Nc1ccc2c(c1)nc(CN1CCCCC1)n2C	7	-4	-2	0.9	1	0.99	1.1	1	1	-3
O=C(C1CCN(C2CC(=O)N(Cc3ccccc3)C2=O)CC1)N1CCCCCC1 (stereo not drawn)	-9	1	-4	1.1	1	1.3	1	1.1	1	6
O=C(CNC(=O)c1ccc(Cl)cc1)OC1CCOC1=O (stereo not drawn)	-12	-5	-3	1.1	1	1.1	1	1.1	1	20
